Source: PubChem BioAssay (Emory University Molecular Libraries Screening Center)
EP2 mod: EP2 receptor modulators, cAMP readout, primary screen, cell-based, HTRF cAMP, PGE2 stimulation. EP2-expressing cells, cAMP HTRF FRET, PGE2 co-stimulation. induction, % at 25 µM. 260,000 compounds, 0.83% hits;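 active = compounds whose cAMP rise, as percent of the full-agonist control response, exceeds 60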;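 note: rat C6 glioma line stably carrying human EP2 under a CMV promoter; the protocol text gives 20 µM as final concentration; 100% = response of wells given 1 µM PGE2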
Target sequence (P43116 whole entry, looked up): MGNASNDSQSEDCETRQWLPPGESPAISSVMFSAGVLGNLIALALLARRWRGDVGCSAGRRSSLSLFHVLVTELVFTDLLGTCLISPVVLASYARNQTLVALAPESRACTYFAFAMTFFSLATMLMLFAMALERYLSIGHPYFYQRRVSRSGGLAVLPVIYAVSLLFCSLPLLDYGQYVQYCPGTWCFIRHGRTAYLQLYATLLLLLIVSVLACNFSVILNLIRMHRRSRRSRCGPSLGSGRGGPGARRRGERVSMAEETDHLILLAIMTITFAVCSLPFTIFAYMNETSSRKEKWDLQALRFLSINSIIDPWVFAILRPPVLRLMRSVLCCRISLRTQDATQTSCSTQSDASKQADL
Numbers without * were called inactive.

The first 5 compounds, to show the layout:
structure,EP2 mod
CCn1c(N2CCC(C(=O)Nc3ccc(OC)nc3)CC2)nc2ccccc21,-21.5
Cc1nn(CC(=O)NCCc2ccccc2)c(=O)c2cc3sccc3n12,-48.1
Cc1cc(C)nc(SCC(=O)N2C3CCC2CC(c2ccc(F)cc2)C3)n1 (centres undefined),-12.4
O=C(Cn1c(=O)n(Cc2cccs2)c2ncccc21)NCC1CC1,-6.1
Cc1cc(N2CCC(O)(c3ccccc3F)CC2)nc(C)n1,-30.4

All compounds of this part, repeating the preview:
structure,EP2 mod
CCn1c(N2CCC(C(=O)Nc3ccc(OC)nc3)CC2)nc2ccccc21,-21.5
Cc1nn(CC(=O)NCCc2ccccc2)c(=O)c2cc3sccc3n12,-48.1
Cc1cc(C)nc(SCC(=O)N2C3CCC2CC(c2ccc(F)cc2)C3)n1 (centres undefined),-12.4
O=C(Cn1c(=O)n(Cc2cccs2)c2ncccc21)NCC1CC1,-6.1
Cc1cc(N2CCC(O)(c3ccccc3F)CC2)nc(C)n1,-30.4
CC(C)[C@@H](Cn1nc(-c2ccc(F)c(F)c2)ccc1=O)NC(=O)c1ccccn1,-28.7
O=C(c1ccco1)N1CCC[C@@H](Cn2nc(-c3cccs3)ccc2=O)C1,-63.9
O=C(c1nccs1)C1CCN(C(=O)Cc2n[nH]c(=O)c3ccccc23)CC1,-21.8
CCn1c(=O)[nH]c2c(C(N)=O)nc(-c3ccccc3F)nc21,11.6
C=CCn1c(N2CCC(C(=O)NCc3cccc(OC)c3)CC2)nc2ccccc21,-74.5
COc1ccc(CC(=O)N2CCCC(c3[nH]ncc3-c3ccncc3)C2)cc1 (centres undefined),-10.7
CCn1ncc(C(=O)N2CCC(c3nc(C)ncc3-c3ccncc3)CC2)c1C,15.6
Cc1cc2c(cc3c(=O)n(CC(=O)N4CCCCC4C)nc(C)n32)s1 (centres undefined),8.7
Cc1cc(-c2cnc(C)nc2C2CCCN(C(=O)c3ccco3)C2)on1 (centres undefined),5.2
Cc1nn2cc(C(=O)c3ccccc3O)cnc2c1-c1ccc(F)cc1,46.2
CCc1nn(CC(=O)NCCc2ccccc2OC)c(=O)c2cc3ccsc3n12,-29.1
COc1cccc(CN2CCN(Cc3ccc(OC)c(CO)c3)[C@@H](C)C2)c1,1.0
CCn1cc(C(=O)N2CCC3(CC2)Nc2cc(OC)ccc2-n2cccc23)cn1,-35.8
CCN(CC)CCNC(=O)Cn1nc(C)n2c(cc3sccc32)c1=O,27.0
O=C(c1nc2ccccc2s1)C1CCN(C(=O)c2ccc(-c3ccc(F)cc3)o2)CC1,-72.0
CCc1nn(CC(=O)n2nc(C)cc2C)c(=O)c2cc3ccsc3n12,14.9
Cc1ccc(CN2CCc3c(nc(N4CCCC(C)C4)[nH]c3=O)C2)o1 (centres undefined),1.4
O=C(c1ccn[nH]1)N1CCn2c(CO)nnc2C1,-11.8
Cc1cc(-c2cnc(C)nc2C2CCCN(C(=O)N3CCCC3)C2)on1 (centres undefined),7.7
CN1C(=O)SC(CC(=O)N2CCC(C(=O)c3nc4ccccc4s3)CC2)C1=O (centres undefined),-18.9
Cc1ncc(-c2ccncc2)c(C2CCN(C(=O)CCc3ccc(C)o3)CC2)n1,-31.8
COc1ccc2cc(C)c3nn(CC(=O)NC4CCCCC4)c(=O)n3c2c1,-5.8
CC(=O)c1cccc(S(=O)(=O)N2CCC3(CC2)Nc2ccccc2-n2cccc23)c1,-90.9
CC(C)NC(=O)CN1N=C(C(C)(C)C)Cn2c(cc3ccccc32)C1=O,9.2
COCCNC(=O)Cn1nc2c3c4c(sc3nc(C)n2c1=O)CC(C)CC4 (centres undefined),-30.0
COc1ccc(C2=NN(CC(=O)N3CCCCC3)C(=O)c3cc4ccccc4n3C2)cc1,6.8
COCC(=O)N1c2ccccc2CC[C@@H]1C(=O)OC,-36.7
Cc1cccnc1C1(O)CCN(C(=O)c2ccc(OC3CSC3)cc2)CC1,-57.1
O=C(c1ncoc1-c1cccs1)N1CCN(c2ccccc2F)CC1,-74.8
O=C(c1cccc(C(F)(F)F)c1)N1CCC(O)(c2ccccn2)CC1,-73.6
COc1ccc(C2(C(=O)N3CCCC(c4ncncc4-c4cc(C)no4)C3)CC2)cc1 (centres undefined),0.9
CCc1cc(NCCCN2CCCC2=O)n2nc3nc(C)cc(C)c3c2n1,-7.9
COc1cccc(Cn2c3cc(C)sc3c3cnn(Cc4cccnc4)c(=O)c32)c1,8.2
Cc1nn(CC(=O)N2CCC(n3nnc(-c4ccccc4)n3)CC2)c(=O)c2ccccc12,-72.8
CCn1c2cc(C)sc2c2cnn(Cc3cccnc3)c(=O)c21,1.4
Cc1cc(C)c2cc3c(nc2c1)OCC(=O)N(Cc1cccs1)C3,-37.9
Cc1nn(C)cc1C(=O)N1CCCC(c2ncncc2-c2ccncc2)C1 (centres undefined),-6.7
CCc1nn(CC(=O)NCc2cccs2)c(=O)c2cc3ccsc3n12,-45.2
COCC(=O)N1CCC(Cn2nc(-c3ccc(OC)c(OC)c3)ccc2=O)CC1,32.7
COCCNC(=O)Cn1nc2c3ccccc3nc(Cc3ccccc3)n2c1=O,-7.1
Cc1ccc(C2CC3CCC(C2)N3C(=O)c2cscn2)cc1 (centres undefined),-23.4
O=C(c1ccc2ncccc2c1)N1CCCC1c1nc2ccccc2[nH]1 (centres undefined),-13.2
CCCc1nn(CC(=O)NCc2nc3ccccc3n2C)c(=O)c2cc3ccsc3n12,-43.5
COCC(=O)N1CCC[C@H]1Cn1nc(-c2ccc3c(c2)OCO3)ccc1=O,-33.8
CC1CN(c2nc3c(c(=O)[nH]2)CCN(Cc2cc(Cl)ccc2O)C3)CC(C)O1 (centres undefined),-73.0
O=C(c1ccc2c(c1)OCO2)N1CCC(O)(c2ccc(F)cc2)CC1,-54.2
COc1cccc(CC(=O)N2CCC(c3nc4sc5c(c4c(=O)[nH]3)CCCC5)CC2)c1,-35.6
COc1ccc([C@@H]2C[C@H](C(=O)N3CCC(C)CC3)N(C)S(=O)(=O)N2)cc1OC,-1.9
O=C(C1CC1)N1CCC(Cn2nc(-c3ccccc3)ccc2=O)CC1,-18.2
CCn1cc(C(=O)N2CCCC(n3nc(-c4cccs4)ccc3=O)C2)c(C)n1 (centres undefined),14.3
CC(=O)NC1(c2ccccc2)CCN(CC(=O)Nc2ccccc2N2CCOCC2)CC1,-52.5
CC(C(=O)N1CCCC(c2c(S(C)(=O)=O)cnc3ncnn23)C1)c1ccccc1 (centres undefined),2.7
Cc1sc2nc(C3CC3)n3c(=O)n(CC(=O)NCC4CC4)nc3c2c1C,-12.6
CC(CCc1ccco1)NC(=O)C1CCN(c2nc3ccccc3n2C)CC1 (centres undefined),-37.3
Cc1sc2nc(C3CC3)n3c(=O)n(CC(=O)N4CCCC4)nc3c2c1C,-14.6

Continued:
structure,EP2 mod
CCn1nc(C)c(CCC(=O)N2CCCC(n3nc(-c4cccs4)ccc3=O)C2)c1C (centres undefined),-13.1
CCc1nn(CC(=O)NCc2ccco2)c(=O)c2cc3sc(C)cc3n12,-21.5
O=S(=O)(c1ccccc1Cl)N1CCC2(CC1)Nc1ccccc1-n1cccc12,-91.5
CN1Cc2cccc(C(=O)NC3(c4ccc5c(c4)OCO5)CCCC3)c2C1=O,-3.0
COC(=O)c1ccc(C(=O)N2CCC[C@H]2[C@H](O)c2nc3ccccc3s2)s1,-59.1
CCc1c(C)sc2nc(C(C)C)n3c(=O)n(CC(=O)NC4CC4)nc3c12,-7.6
Cn1c(=O)n(CC(=O)Nc2ccc3c(c2)OC(C)(C)O3)c2cccnc21,-20.1
CCc1nn(CC(=O)NC2CCCC2)c(=O)c2cc3sc(C)cc3n12,-41.7
CN1[C@@H](C(=O)NCCCn2ccnc2)C[C@@H](c2cccs2)NS1(=O)=O,-0.5
Cc1nn(CC(=O)NCc2ccccn2)c(=O)c2cc3sccc3n12,-26.2
Cn1c(N2CCC(C(=O)NCc3ccc4c(c3)OCO4)CC2)nc2ccccc21,-60.3
CC1CCN(Cn2nc3c4ccccc4ncn3c2=O)CC1,-10.3
CN1c2ncccc2C(=O)NC12CCN(C(=O)C1CCCO1)CC2 (centres undefined),2.8
Cc1cc(-c2cnc(C)nc2C2CCCN(C(=O)C(C)(C)C)C2)on1 (centres undefined),-3.2
Cc1sc2nc(C(C)C)n3c(=O)n(CC(=O)N4CCC(C(N)=O)CC4)nc3c2c1C,-3.0
CN1[C@@H](C(=O)NCC2CCCO2)C[C@@H](c2ccc(F)cc2)NS1(=O)=O (some centres undefined),-17.8
COc1cccc(CN2CCN(C(=O)c3ccc(Cn4cccn4)o3)[C@@H](C)C2)c1,-38.6
O=C(CN1CCC(O)(c2cccnc2)CC1)NCCc1ccccc1,-39.3
CCn1cc(C(=O)N2CCCC(c3ncncc3-c3ccncc3)C2)c(C)n1 (centres undefined),-20.2
COc1ccc(C2(NC(=O)Cc3nn(C)c(=O)c4ccccc34)CCCCC2)cc1,-33.6
Cc1nn(CC(=O)NC2CC2)c(=O)c2cc3sccc3n12,-43.9
O=C(N1CCC2(CC1)CC(O)(c1nccs1)CO2)C1(c2ccc(Cl)cc2)CCC1 (centres undefined),-53.4
CC(C)(C)OC(=O)N1CCC[C@H]1C(=O)c1nccs1,3.7
CCN(CC)c1ccc(CN2CCc3c(nc(N4CCCCC4)[nH]c3=O)C2)c(O)c1,9.5
O=C1NC2(CCN(C(=O)C(F)(F)F)CC2)Oc2ccccc21,0.9
Cc1cc2c(cc3c(=O)n(CC(=O)NCCCc4ccccc4)nc(C)n32)s1,18.8
Cc1cc2nc(C3CCCCN3C(=O)C3CCN(S(C)(=O)=O)CC3)[nH]c2cc1C (centres undefined),-26.9
O=C(c1cnn2cccnc12)N1CC[C@@H](c2ccccc2)[C@H](O)C1,-16.9
Cc1cccc(-n2c(-c3ccco3)nn(CC(=O)N3CCCCC3)c2=O)n1,-12.4
COc1cccc([C@@H]2C[C@H](C(=O)NC(C)(C)CO)N(C)S(=O)(=O)N2)c1,21.9
CCc1c(C)sc2nc(C(C)C)n3c(=O)n(Cc4ccncc4)nc3c12,61.4*
CCCc1nn(CC(=O)NCc2ccc(C)o2)c(=O)c2cc3ccsc3n12,-57.1
Cc1c(C(=O)N2CCC[C@@H]2[C@@H](O)c2cccs2)oc2ccccc12,48.0
CC1CCc2c(sc3ncn4c(=O)n(CC(=O)N5CCCCC5C)nc4c23)C1 (centres undefined),-45.7
CS(=O)(=O)c1cnc2ncnn2c1C1CCCN(C(=O)CC2CCCC2)C1 (centres undefined),0.6
CCC(C(=O)N1CCC(C(=O)c2nccs2)CC1)c1ccccc1 (centres undefined),-27.2
CCc1nn(CC(=O)N(Cc2cccnc2)C2CC2)c(=O)c2cc3ccsc3n12,-6.7
CCn1c(N2CCC(C(=O)Nc3nnc(C)s3)CC2)nc2ccccc21,5.4
Cc1cc2c(s1)c1cnn(CC(=O)N3CCCCC3C)c(=O)c1n2C (centres undefined),-36.0
CCn1c2cc(C)sc2c2cnn(Cc3ccc(F)cc3)c(=O)c21,-7.0
O=C(Cn1nc2c3ccccc3nc(C3CC3)n2c1=O)Nc1ccc(F)cc1,-12.0
COc1ccc(CC(=O)N2CCCC(c3ncncc3S(C)(=O)=O)C2)cc1 (centres undefined),-15.4
O=C(N1CCCCC1)N1CCCC(c2ncncc2-c2ccncc2)C1 (centres undefined),-35.3
CCc1nn(CC(=O)NC2CCC2)c(=O)c2cc3sc(C)cc3n12,-18.4
CCn1c2cc(C)oc2c2cnn(CC(=O)NCC3CC3)c(=O)c21,-66.8
O=C(CN1CCCC(c2ncncc2-c2ccncc2)C1)Nc1ccc2c(c1)OCO2 (centres undefined),-36.5
Nc1cc(C2CCNCC2)nc2cc(-c3cccc(F)c3)nn12,-68.4
CCc1nn(CC(=O)NCCc2ccc(OC)cc2)c(=O)c2cc3ccsc3n12,-31.4
CCN(CC)C(=O)[C@H]1C[C@@H](c2ccc(OC)c(OC)c2)NS(=O)(=O)N1C,3.5
CC(=O)Nc1ccc(S(=O)(=O)N2CCCC(c3ncncc3S(C)(=O)=O)C2)cc1 (centres undefined),-18.6
CCc1nn(CC(=O)C(C)(C)C)c(=O)c2cc3sccc3n12,-0.8
CC(C)[C@H]1CN(Cc2ccco2)CCN1Cc1nnnn1Cc1cccs1,-28.7
COc1ccc(-c2c(C)nn3c(NCCCO)cc(C)nc23)cc1,-58.4
COc1ccc(CCn2cnc3c(-c4ccc(F)cc4)nsc3c2=O)cc1OC,-50.8
COc1ccc(NC(=O)[C@H]2C[C@@H](c3cccs3)NS(=O)(=O)N2C)cc1OC,-33.8
Cc1cc2cc3c(cc2n2c(=O)n(CC(=O)NC4CCCCC4)nc12)OCO3,-26.6
CN1[C@@H](C(=O)Nc2cnn(Cc3ccc(F)cc3)c2)C[C@@H](c2ccco2)NS1(=O)=O,-2.8
Cc1nn(C)c(C)c1NC(=O)Cn1c(=O)n(C(C)C)c2ncccc21,-37.0
COc1ccc([C@@H]2CCN(C(=O)c3cc(F)cc(F)c3)C[C@H]2O)cc1,-29.0
Cc1cccnc1C1(O)CCN(C(=O)c2csc3c2CCCC3)CC1,-59.4

Further structures follow:
structure,EP2 mod
CC[C@H](Cn1ncc2ccccc2c1=O)NC(=O)C1CCCC1,-18.3
O=C(C1CC1)N1CCCC(c2ncncc2-c2ccncc2)C1 (centres undefined),-4.1
CN1Cc2cccc(C(=O)N3CCC(n4nnc(-c5ccc(F)cc5)n4)CC3)c2C1=O,-50.1
Cc1cc(-c2cnc(C)nc2C2CCN(C(=O)c3ccc4c(c3)OCCO4)CC2)on1,-0.1

Some of the compounds tested; count on the stated rates, not on these rows.
